# TDP1 cell CPT – DT40-hTDP1 cell growth loss with CPT; chicken DT40 Tdp1-/-;hTDP1 cells + 20 nM CPT, ATP luminescence, 48 h; Potency, µM (doses to about 46.2 µM), for the others: top-dose activity change, negative = growth inhibition, most hits filed as inhibitors; hit rate 12% among 420,000; also: nearly all actives have a fitted effect of over 55% in size
#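 Chicken DT40 Tdp1-/- cells complemented with human TDP1, 400 cells/well, exposed to compounds plus 20 nM camptothecin for at least 48 h at 37 C; viability read as ATP content by CellTiter-Glo luminescence.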
# KAT2A inh – blocks human GCN5L2 histone acetyltransferase; Q92830; GCN5L2 HAT assay, ThioGlo1 CoA-SH fluorescence; Potency, µM (doses to about 58.9 µM), inactives show top-dose activity change, negative = inhibition, usual class: inhibitors; hit rate 0.21% among 390,000
# Target sequence (Q92830 whole entry, looked up): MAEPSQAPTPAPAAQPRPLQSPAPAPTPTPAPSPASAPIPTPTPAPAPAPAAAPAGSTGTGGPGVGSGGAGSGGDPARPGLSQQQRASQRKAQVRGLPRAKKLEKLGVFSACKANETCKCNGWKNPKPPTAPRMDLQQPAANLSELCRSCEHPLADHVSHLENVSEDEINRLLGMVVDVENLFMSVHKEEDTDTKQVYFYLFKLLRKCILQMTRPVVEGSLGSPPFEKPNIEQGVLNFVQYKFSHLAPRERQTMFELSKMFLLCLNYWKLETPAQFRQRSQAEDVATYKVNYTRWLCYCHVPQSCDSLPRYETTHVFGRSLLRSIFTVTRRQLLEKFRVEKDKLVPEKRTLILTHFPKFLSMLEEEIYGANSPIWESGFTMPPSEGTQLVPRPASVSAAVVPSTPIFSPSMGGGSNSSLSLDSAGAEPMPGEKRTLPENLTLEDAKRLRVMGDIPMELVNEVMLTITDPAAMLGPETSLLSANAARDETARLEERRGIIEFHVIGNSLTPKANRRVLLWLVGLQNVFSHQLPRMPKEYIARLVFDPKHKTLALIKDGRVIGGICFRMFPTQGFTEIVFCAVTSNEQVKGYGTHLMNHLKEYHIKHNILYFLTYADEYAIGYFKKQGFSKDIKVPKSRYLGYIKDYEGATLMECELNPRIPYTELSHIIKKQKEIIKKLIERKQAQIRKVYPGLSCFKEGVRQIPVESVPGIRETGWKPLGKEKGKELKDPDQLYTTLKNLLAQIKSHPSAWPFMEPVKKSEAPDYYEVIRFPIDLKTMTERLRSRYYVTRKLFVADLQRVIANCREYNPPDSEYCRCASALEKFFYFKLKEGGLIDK
#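 Enzyme at 20nM final was mixed with library compounds for 15 min at room temperature. Peptide H3(1-25) at 75uM, acetyl-CoA at 70uM and ThioGlo1 at 50uM were then added. Plates were read immediately and after 20 min (Ex340nm/Em540nm).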
# TDP1 cell noCPT – qHTS for Inhibitors of human tyrosyl-DNA phosphodiesterase 1 (TDP1): qHTS in cells in absence of CPT; DT40 Tdp1-/- hTDP1 cells, no CPT, ATP luminescence, 48 h; Potency, µM (highest dose often 46.2 µM), for the others: at the highest dose activity change, negative = growth inhibition, hits mostly inhibitors; hit rate 15% among 420,000; AID 686978, 2013; also: nearly all actives have a fitted effect of over 55% in size
#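 Chicken DT40 Tdp1-/- cells complemented with human TDP1, screened without camptothecin (DMSO vehicle only), 400 cells/well. Compounds pin-transferred, cells incubated at 37 °C for at least 48 hr. Growth read as ATP-dependent luminescence (CellTiter-Glo, 30 min at RT).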
# * marks the source's active call; other numbers are inactive results; ? = inconclusive; · = no result given; & = joins results of further samples; ! = repeats disagree; [ ] = another dose, or the depositor's remark. Calls follow the shape of the dose curve; as a rule, active = well fitted curve in the direction sought with a large enough effect; inconclusive = small, poorly fitted or top-dose-only effect, or another doubt; inactive = no such curve, though single readings can be large; an effect the other way counts as inactive or inconclusive. % is scaled to controls: 0 for no effect and ±100 for the full control effect; potency is read from the fitted curve at half-maximal effect. Some of the compounds tested (hit frequency here may not be typical).
SMILES,TDP1 cell CPT,KAT2A inh,TDP1 cell noCPT
CO[C@H]1C[C@H](O[C@H]2[C@H](C)O[C@@H](O[C@@H]3/C(C)=C/C[C@@H]4C[C@@H](C[C@]5(C=C[C@H](C)[C@@H](C6CCCCC6)O5)O4)OC(=O)[C@@H]4C=C(C)[C@@H](O)[C@H]5OC/C(=C\C=C\[C@@H]3C)[C@]54O)C[C@@H]2OC)O[C@@H](C)[C@@H]1O,2.7µM*,·,4.7µM*
c1ccc(CCNCc2ccccc2)cc1,4%,4%,-16%
Cc1ccc(CN2CCCC(C(=O)c3cccc(C(F)(F)F)c3)C2)o1 (stereo not given),1%,-1%,?
Cc1ccc(-c2nn3c(C)nnc3c3ccccc23)cc1S(=O)(=O)NCCO,?,-1%&-5%,21µM*!
O=c1[nH]c(Cl)ccc1CN1CCOCC1,-2%,-6%,6%
[O-][n+]1onc2c1CCC1N(O)CCC21O (stereo not given),-1%,-1%,17%
CCOC(=O)c1c(C=O)c2ccccc2n1Cc1ccccc1,-2%,-8%,3%
CCCCn1c(O)c(/C=C2/C=CC=N2)c(=O)[nH]c1=O,18µM*,-6%,4.1µM*
O=C(Cn1cc(C(=O)c2ccccc2)c2ccccc21)Nc1ccc(Br)cc1,?,-6%,23µM*
Cc1cc(C(=O)CS(=O)c2ccc(F)cc2)cc(C)c1OC(=O)N(C)C (stereo not given),?,-4%,?
Oc1ccc2c3c1O[C@H]1c4[nH]c5c(c4C[C@@]4(O)[C@@H](C2)N(CC2CC2)CC[C@]314)C[C@@]1(O)[C@H]2Cc3ccc(O)c4c3[C@@]1(CCN2CC1CC1)[C@H]5O4,14%,-23%&17%,5%
C=CCn1c(O)c(C(C)=NCCCO)c(=O)[nH]c1=O,-1%,-1%,-12%

# Overlap with the part before: five compounds, followed by the next part.
SMILES,TDP1 cell CPT,KAT2A inh,TDP1 cell noCPT
CCCCn1c(O)c(/C=C2/C=CC=N2)c(=O)[nH]c1=O,18µM*,-6%,4.1µM*
O=C(Cn1cc(C(=O)c2ccccc2)c2ccccc21)Nc1ccc(Br)cc1,?,-6%,23µM*
Cc1cc(C(=O)CS(=O)c2ccc(F)cc2)cc(C)c1OC(=O)N(C)C (stereo not given),?,-4%,?
Oc1ccc2c3c1O[C@H]1c4[nH]c5c(c4C[C@@]4(O)[C@@H](C2)N(CC2CC2)CC[C@]314)C[C@@]1(O)[C@H]2Cc3ccc(O)c4c3[C@@]1(CCN2CC1CC1)[C@H]5O4,14%,-23%&17%,5%
C=CCn1c(O)c(C(C)=NCCCO)c(=O)[nH]c1=O,-1%,-1%,-12%
COC(=O)C1=C(c2ccccc2)C[C@@H]2CC[C@H]1N2C(=O)NCc1cccc2ccccc12,?,·,?
CC1=C(O)C(=O)[C@@H]2O[C@@H]2C1=O,?,-3%,?
COc1cc(C[C@@H](C)N)c(OC)cc1I,?,-33%,?
COCc1c(C(=O)N2CCC(c3ccccc3)CC2)cnn1-c1nccc(-c2cc(C)sc2C)n1,-11%[9.04 µM],·,?
CC(C)CN1CCC2(CC1)CCN(S(C)(=O)=O)CC2,?,-13%,9%
O=C(CNC(=O)OCc1ccccc1)Nc1ccc(Br)cc1C(=O)c1ccccc1Cl,?,-2%,?
Cc1ccc(-n2c(/C=C/c3ccccn3)nc3ccccc3c2=O)cc1,?,-28%,?
COc1ccc2[nH]cc(CCN=C(N)N)c2c1,10%,-5%,-9%
C[C@H](N)Cc1c[nH]c2ccc(O)cc12,-7%,·,-26%
O=C(N/N=C/c1cc(Br)c(Br)s1)c1ccncc1,13µM*,-4%,9.2µM*
C/C(=N/OC(=O)N(C)C)c1ncc(C(F)(F)F)cc1N1CCOCC1,-6%,-12%,0%
NP(=O)(OCC(F)(F)F)Oc1ccc(Cl)cc1 (stereo not given),6%,12%,-5%
ClCCN1CCSCC1,?,·,?
CCOP(=O)(/C(C#N)=C(\C)O)c1ccccc1 (stereo not given),-21%,-6%,?
CCOC(=O)C1(c2ccccc2)CCN(CCC(C#N)(c2ccccc2)c2ccccc2)CC1,13µM*,-10%,6.5µM*
C[C@H](CO)N1C[C@H](C)[C@@H](CN(C)Cc2ccc(Cl)c(Cl)c2)Oc2c(NC(=O)c3ccncc3)cccc2C1=O,21µM*,-1%,?
Cc1nn(Cc2ccccc2)c(Cl)c1C(=O)O,1%,-1%,-10%
O=C1NC(=O)N(c2ccc3c(c2)OCO3)C(=O)/C1=C/c1ccc(N2CCCC2)o1,1%,-1%,-26%
CN1CCC2(CC1)NC(=O)c1ccccc1N2,12%,-25%,1%
CN(C(=O)CSc1nc2ccc(NC(=O)COc3ccccc3)cc2s1)c1ccccc1,26µM*,-14%,12µM*
O=c1c(C=NCc2cccs2)c(O)n(C2CCCCC2)c(=O)n1C1CCCCC1,-26%,0%,?
CCN1CCN(c2ncnc3ccc(Br)cc23)CC1,?,1%,?
C=CP(=O)(O)c1ccccc1,15%,0%,0%
COc1ccc(C(CC(=O)Nc2ccccn2)N2Cc3ccccc3C2=O)cc1 (stereo not given),-25%,-2%,?
O=c1c(/C=N/N2CCOCC2)c(O)n(-c2ccccc2)c(=S)n1-c1ccccc1,4%,-3%,7%
COC(=O)C1=C(C(=O)OC)C2OC1c1cc3ccccc3cc12,0.46µM*,·,0.73µM*
CCc1ccccc1NC(=O)Nc1cc(C(=O)NCc2ccc(C(C)C)cc2)ccc1N1CCCC1,?,-1%,?
CN1C(=O)CCS(=O)(=O)C1c1ccc(Cl)cc1 (stereo not given),9%&-22%&-9%,-5%,0%&1%&-11%
COC[C@H]1OC(=O)c2coc3c2[C@@]1(C)C1=C(C3=O)[C@@H]2CCC(=O)[C@@]2(C)C[C@H]1OC(C)=O,0.92µM*,4%,1.8µM*
CC(=NCCO)c1c(O)n(C2CCCCC2)c(=O)[nH]c1=O,-15%,-3%,-15%
CN1CCN(c2ccc(S(=O)(=O)C(F)(F)F)cc2[N+](=O)[O-])CC1,-7%,50%[activator],?
COC(=O)C1=C(c2ccc(OCc3ccccc3)cc2)C[C@@H]2CC[C@H]1N2C(=O)NCc1ccccc1C(F)(F)F,16µM*,·,12µM*
CCCCCCCCCC(=O)O[C@H]1CC[C@H]2[C@@H]3CCC4=CC(=O)CC[C@]4(C)[C@H]3CC[C@]12C,4%,-10%,0%
C=CCn1c(O)c(C(C)=Nc2ccc(NC(C)=O)cc2)c(=O)[nH]c1=O,-26%,-4%,-8%
O=C(NCCc1ccc(F)cc1)C(=O)NCC(c1cccs1)S(=O)(=O)c1ccc(Cl)cc1 (stereo not given),15µM*,7%,12µM*
N#CC(C#N)=C(N)c1cccnc1,2%,-8%,-12%

# Looked up above.
# Value for Cc1ccc(CN2CCCC(C(=O)c3cccc(C(F)(F)F)c3)C2)o1 (stereo not given) in KAT2A inh: -1%
# Value for NP(=O)(OCC(F)(F)F)Oc1ccc(Cl)cc1 (stereo not given) in KAT2A inh: 12%
# Value for CCOC(=O)c1c(C=O)c2ccccc2n1Cc1ccccc1 in KAT2A inh: -8%
# Value for N#CC(C#N)=C(N)c1cccnc1 in KAT2A inh: -8%
# Value for Cc1nn(Cc2ccccc2)c(Cl)c1C(=O)O in TDP1 cell CPT: 1%
# Value for CO[C@H]1C[C@H](O[C@H]2[C@H](C)O[C@@H](O[C@@H]3/C(C)=C/C[C@@H]4C[C@@H](C[C@]5(C=C[C@H](C)[C@@H](C6CCCCC6)O5)O4)OC(=O)[C@@H]4C=C(C)[C@@H](O)[C@H]5OC/C(=C\C=C\[C@@H]3C)[C@]54O)C[C@@H]2OC)O[C@@H](C)[C@@H]1O in TDP1 cell CPT: 2.7µM*

# Results in TDP1 cell CPT, for 2 of the compounds above:
SMILES	TDP1 cell CPT
COC[C@H]1OC(=O)c2coc3c2[C@@]1(C)C1=C(C3=O)[C@@H]2CCC(=O)[C@@]2(C)C[C@H]1OC(C)=O	0.92µM*
CC(=NCCO)c1c(O)n(C2CCCCC2)c(=O)[nH]c1=O	-15%

# More entries follow:
SMILES,TDP1 cell CPT,KAT2A inh,TDP1 cell noCPT
O=C(c1ccccc1)C(Cc1ccccc1)N1CCOCC1 (stereo not given),0%,·,-16%
ClCC1CO1 (stereo not given),6%,-2%,-1%
C=CCN1CCc2cccc3c2[C@H]1Cc1ccc(O)c(O)c1-3,16µM*,?,18µM*
CCOC(=O)[C@]12Cc3cc(OC)ccc3[C@H]1N(C)C(=O)c1ccccc12,-27%,·,?
COc1cc2c(cc1OC)-c1c(OC)c(OC)cc3c1C(C2)N(C)CC3 (stereo not given),?,-4%,?
O=C(Cc1ccccc1)OCCN1CCCCC1,-14%,1%,-3%
Fc1cccc(CN2CCN(c3ccc(Cl)cc3)CC2)c1,?,?,?
CNC(=O)Nc1ccc(C(O)(C(=O)OC)C(F)(F)F)cc1 (stereo not given),6%,-6%,-2%
CC1(c2ccccc2)NCCN2C(=O)CSC21 (stereo not given),-12%,·,-1%
COc1ccccc1NC(=O)c1oc2ccccc2c1NC(=O)c1ccccc1C(F)(F)F,3.7µM*,5%,5.2µM*
C=CCC1(CCCCC)C(=O)NC(=S)NC1=O,4%,·,-20%
O=C(Nc1ccc(Cl)cc1)O/N=C(\c1ccccc1)c1ccccn1,-13%,1%,-7%
CCN1C[C@@]2(COC)C3[C@@H](OC)[C@H]4[C@@H]1[C@@]3(C1C[C@H]3[C@H](OC(=O)c5ccccc5)C1[C@]4(OC(C)=O)C[C@H]3OC)[C@@H](OC)C[C@H]2O (stereo not given in full),-6%,·,-19%
NS(=O)(=O)c1nc[nH]c1[N+](=O)[O-],1%,·,1%
CC(C)NC(C)C(=O)C12CC3CC(CC(C3)C1)C2 (stereo not given),-18%,-6%,-29%
Cc1ccc(S(=O)(=O)N(C)C[C@@H]2OCc3ccccc3-c3c(n(C)c4ccccc34)C(=O)N([C@H](C)CO)C[C@@H]2C)cc1,23µM*,·,?
CCOC(=O)C1(c2ccccc2)CCCN(C)CC1 (stereo not given),-25%,·,-6%
FC(F)(F)c1ccccc1CN1CCN(Cc2ccccc2)CC1,?,-1%,-5%
CC1CCCCN1C(=O)c1ccc(N2CC3CC(C2)c2cccc(=O)n2C3)c([N+](=O)[O-])c1 (stereo not given),-15%,-2%,-26%
CN(C)CCc1c[nH]c2ccccc12,-21%[166 µM],·,-23%[166 µM]
C=CC[C@@H](CC(=O)N[C@H](CO)Cc1ccccc1)C(=O)NCCOC(=O)[C@@H](CC=C)Cc1ccc(F)cc1,29µM*,-1%,?
Cc1cccc(N2C(=O)NC(=O)/C(=C\c3cccn3-c3ccc(Cl)cc3)C2=O)c1,10µM*,-1%,21µM*
O=C(c1ccc(Cl)cc1)C1CCCN(Cc2cccc3ncccc23)C1 (stereo not given),18µM*,-17%,15µM*
Cc1cc([N+](=O)[O-])c(Cl)cc1NC(=O)C(C)C,-20%,-1%,-25%
O=P(C(=Nc1ccc(Cl)cc1)N1CCOCC1)(N1CCOCC1)N1CCOCC1,-10%,-6%,-7%
O=c1[nH]c(CN2CC=C(c3ccccc3)CC2)nc2cc(C(F)(F)F)ccc12,?,-3%[0.501 µM],?
c1ccc(C2c3ccccc3-n3nncc3CN2CC2CCCCC2)cc1 (stereo not given),?,·,?
Cc1c(C)c2ccc(OCC(=O)N3C[C@H]4C[C@@H](C3)c3cccc(=O)n3C4)c(C)c2oc1=O,16%,-11%,-12%
NC(Cc1ccccc1)Cc1ccccc1,11%,-3%,-20%
Cc1cccc(N2C(=O)NC(=O)/C(=C\C=C\c3ccco3)C2=O)c1,2.9µM*,-6%,8.2µM*
COC(=O)C1=C(c2ccc(-c3ccccc3)c(F)c2)C[C@@H]2CC[C@H]1N2C(=O)NCCCOC(C)C,15µM*,-7%,13µM*
Cc1ccc2oc(-c3ccc(Cl)cc3)c(O)c(=O)c2c1,21µM*,4%,16µM*
Cc1ccc(OCCOc2cccc(C=C3C(=O)NC(=O)NC3=O)c2)c(C)c1,?,?,?
COc1ccc(-c2ccc3c(c2)CNCc2cnnn2-3)cc1,-20%,·,-24%
Cn1c(O)c(C(=O)c2ccccc2Cl)c(=O)n(C)c1=O,-2%,-4%,-28%
COc1ccc(OC)c(CC(=O)N(C)C2CCCN(Cc3ccccc3F)C2)c1 (stereo not given),4%,-12%,9%
O=c1[nH]c(=O)n(Cc2ccc(F)cc2)c(O)c1C=NCc1cccnc1,-4%,-6%,-8%
OC(O)C(Cl)(Cl)Cl,-1%,3%,-1%
O=c1[nH]c2ccccc2n1C1CCN(C(c2ccnc3ccccc23)c2nnnn2Cc2ccccc2)CC1 (stereo not given),21µM*,·,?
O=C(c1ccco1)C12CN3CN(CN(C3)C1)C2,?,-3%,-14%
O=C1c2ccccc2-n2nnc(-c3ccccc3)c2C2c3cc(Br)ccc3CCN12 (stereo not given),-16%,·,?
C#CCN(C[C@@H]1[C@@H](OC(=O)Nc2c(C)noc2C)[C@@H](OC(=O)Nc2c(C)noc2C)Cn2c(=O)n(CCCCCC)c(=O)n21)S(=O)(=O)c1ccc(C)cc1,18µM*,·,21µM*

# High-throughput results from PubChem BioAssay.
